Compound activity deposited in PubChem by several laboratories.
BaF3 parental: parental Ba/F3 cell viability inhibition, counter-screen for JAK2V617F inhibitor project, murine pro-B, CellTiter-Glo luminescence; 1.1% of 220,000 active; CellTiter-Glo ATP luminescence; inhibition, % at 5.6 µM;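 active means inhibition above a per-campaign cutoff, the mean inhibition of all tested compounds plus 3 SD, cut at about 27% in these data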;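 further: 0% = DMSO wells and 100% = JAK Inhibitor I control wells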
RBBP9 inhibitor: human RBBP9 inhibitors, primary screen, biochemical, fluorescence polarization, FP-Rh probe, HTS; Serine hydrolase RBBP9 (Homo sapiens), O75884; recombinant RBBP9; inhibition, % at 7.94 µM; 0.2% of 220,000 active;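 active means inhibition above the campaign mean of all tested compounds plus 3 SD, cut at about 14% in these data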;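 further: plate controls were DMSO wells with RBBP9 for no effect and wells lacking RBBP9 protein for full effect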
Target sequence (O75884 whole entry, looked up): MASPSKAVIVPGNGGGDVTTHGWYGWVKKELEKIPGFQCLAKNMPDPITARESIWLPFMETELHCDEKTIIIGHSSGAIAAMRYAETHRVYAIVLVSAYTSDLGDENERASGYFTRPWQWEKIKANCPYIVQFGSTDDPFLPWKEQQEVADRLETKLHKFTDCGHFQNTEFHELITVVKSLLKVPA
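Controls: DMSO-treated enzyme wells and wells lacking RBBP9 | Material: RBBP9 protein | Technique: Fluorescence polarization | Replication: Single well per compound, no replicates | Buffer or medium: Tris-NaCl-Pluronic buffer, pH 8.0 | Timing: 30 min compound preincubation, 45 min probe labeling, 25 °C | Read-out basis: Percent inhibition from mP, scaled between DMSO and no-protein wells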
CHOP inhibitor: inhibitors of CHOP promoter induction, primary screen, cell-based, unfolded protein response, luciferase reporter; 3.8% of 220,000 active; inhibition, % at 10 µM; AID 2732, 2010; CHO-K1 CHOP-promoter luciferase, tunicamycin-induced, 15-18 h;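 active means compounds that reduced the stress-induced luciferase reporter signal by more than about 70% of percent inhibition, limit read from the data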;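 further: 0% = tunicamycin plus vehicle and 100% = wells without tunicamycin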
Ba/F3 V617F tox: reduced viability of JAK2V617F-dependent Ba/F3 cells, primary screen, JAK2V617F inhibitor project, cell-based, Ba/F3 EpoR-JAK2V617F, luminescence; ATP luminescence; inhibition, % at 5.6 µM; 1.1% of 220,000 active;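 active means inhibition above the campaign mean plus 3 SD over all tested compounds, cut at about 24% in these data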;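 further: cytokine-independent growth of Ba/F3 cells driven by EpoR plus mutant JAK2; 0% = DMSO-treated cells and 100% = JAK inhibitor I control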
PPC-1+TRAIL kill: compounds killing PPC-1 cancer cells with TRAIL present, primary screen, TRAIL potentiator project, ATPLite luminescence, uHTS; PPC-1 cells + TRAIL, ATPLite viability luminescence; cell killing (% activity), % at 4 µM; 0.41% of 220,000 active; AID 1443, 2008;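 active means cell killing above 50% in the first pass at 4 µM, then a duplicate retest at 5 µM averaging 50% or more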;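 further: plate controls were cells with TRAIL plus DMSO for no effect and medium-only wells lacking cells for full effect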
TRPML3 agonist: human TRPML3 channel agonists, primary screen, cell-based, HEK293 TRPML3-YFP, Fluo-8 calcium fluorescence, 3 µM; Mucolipin-3 (Homo sapiens), Q8TDD5; 100% = the carbachol control signal; 0.29% of 220,000 active; AID 1448, 2008; activation, % at 3 µM;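 active means activation above its plate's cutoff, the mean activation of the plate's test wells plus 3 SD, cut at about 12% in these data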;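 further: 0% = DMSO only wells and 100% = carbachol wells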
Target sequence (Q8TDD5 whole entry, looked up): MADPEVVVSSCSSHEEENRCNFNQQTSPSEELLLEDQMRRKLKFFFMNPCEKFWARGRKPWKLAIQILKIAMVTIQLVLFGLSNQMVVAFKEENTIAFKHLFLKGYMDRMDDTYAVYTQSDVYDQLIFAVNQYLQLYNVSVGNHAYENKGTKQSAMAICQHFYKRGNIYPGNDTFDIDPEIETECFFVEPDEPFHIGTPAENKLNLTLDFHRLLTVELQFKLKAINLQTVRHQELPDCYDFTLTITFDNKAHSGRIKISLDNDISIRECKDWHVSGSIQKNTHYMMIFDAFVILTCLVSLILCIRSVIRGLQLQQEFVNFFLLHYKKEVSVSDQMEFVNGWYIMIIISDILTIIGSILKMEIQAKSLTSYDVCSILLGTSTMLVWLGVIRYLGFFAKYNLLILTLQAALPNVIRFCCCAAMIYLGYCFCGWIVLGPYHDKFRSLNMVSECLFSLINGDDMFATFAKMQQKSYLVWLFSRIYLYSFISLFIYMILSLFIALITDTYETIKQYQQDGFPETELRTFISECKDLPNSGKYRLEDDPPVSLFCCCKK
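Test system – HEK293 line with stable expression of human TRPML3-YFP channel · Control set – carbachol 87 µM final as high control (100%), DMSO as low control (0%) · Signal – Fluo-8 calcium dye fluorescence, ex 470-495, em 515-575 nm · Incubation – 1-h 37 °C dye load, 5-s basal, 120-s post-compound reads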
Wee1 stabilizer: Wee1 degradation inhibitors, primary screen, cell-based, HeLa, Wee1K328M-luciferase, luminescence; 1.2% of 220,000 active; reporter increase, % at 5 µM; Wee1-like protein kinase (Homo sapiens), P30291; HeLa Luc-Wee1K328M stability; 100% = proteasome inhibitor MG132 effect;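 active means activation above the mean of all tested compounds plus 3 SD, set per screening run, cut at about 8.8% in these data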;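 further: cells exposed to compound for 20 h before luminescence read; 0% = DMSO alone and 100% = MG132 at 30 µM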
zfTRPN1 agonist: zebrafish TRPN1 channel agonists, primary screen, cell-based, HEK293, calcium fluorescence; HEK293 zebrafish TRPN1-YFP, Fluo-8 calcium fluorescence; 100% = response to 87 µM carbachol; transient receptor potential cation channel N1 (TRPN1/NompC), Danio rerio; AID 1424, 2008; activation, % at 3 µM; 0.18% of 220,000 active;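 active means activation above its plate's cutoff, the mean activation of test wells on that plate plus 3 SD, cut at about 19% in these data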;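 further: 0% = DMSO alone and 100% = 87 µM carbachol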
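Assay system: Zebrafish TRPN1-YFP in HEK293 cells | Incubation: Dye loading 1 h at 37 °C, then 30 min room temperature | Measured by: Kinetic Fluo-8 fluorescence, ex 470-495, em 515-575 nm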
TNF necrop inh: inhibitors of TNF-alpha triggered necroptosis, primary screen, cell-based, Jurkat FADD-/-, single concentration; Jurkat FADD-/- TNF necroptosis rescue, ATP luminescence, 24 h; 0 = TNF only, 100 = no-TNF cells; activation (protection from cell death), % at 10 µM; 0.068% of 220,000 active;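 active means activation, meaning protection from cell death, of at least 50% relative to plate controls; inactive means activation below 50%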;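 further: necroptosis triggered by 40 ng/mL TNF-alpha added together with compound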
* marks the source's active call; other numbers are inactive results.

For CC1=CC(C)(C)N(C(=O)c2ccccc2)c2ccccc21 the results were BaF3 parental 6, RBBP9 inhibitor -3, CHOP inhibitor 68, Ba/F3 V617F tox -2, PPC-1+TRAIL kill 2, TRPML3 agonist 0.0, Wee1 stabilizer -1, zfTRPN1 agonist -0.9 and TNF necrop inh 1.4.
CC1CCN(c2nc(-c3ccco3)c3c(c2C#N)CC(C)(C)OC3)CC1 was read as BaF3 parental 8, RBBP9 inhibitor -4, CHOP inhibitor 1, Ba/F3 V617F tox 1, PPC-1+TRAIL kill 17, TRPML3 agonist -0.4, Wee1 stabilizer 0, zfTRPN1 agonist 0.0 and TNF necrop inh 2.1.
`Brc1ccc(C2=CSC3=NCCN23)cc1` gave BaF3 parental 5, RBBP9 inhibitor -4, CHOP inhibitor -8, Ba/F3 V617F tox -3, PPC-1+TRAIL kill 14, TRPML3 agonist 1.4, Wee1 stabilizer 2, zfTRPN1 agonist 0.7 and TNF necrop inh 1.2.
Screening O=C(COC(=O)C12CC3CC(CC(C3)C1)C2)Nc1ccc(OC(F)F)cc1 returned BaF3 parental 4, RBBP9 inhibitor 6, CHOP inhibitor 94*, Ba/F3 V617F tox 1, PPC-1+TRAIL kill 8, TRPML3 agonist 0.5, Wee1 stabilizer 1, zfTRPN1 agonist -1.1 and TNF necrop inh 1.7.
For CCOC(=O)CCc1c(C)nc(SCCCn2c(=O)[nH]c3ccccc32)c(C#N)c1C the results were BaF3 parental -1, RBBP9 inhibitor -4, CHOP inhibitor 83*, Ba/F3 V617F tox -3, PPC-1+TRAIL kill 5, TRPML3 agonist -0.6, Wee1 stabilizer -3, zfTRPN1 agonist -0.7 and TNF necrop inh 0.0.
`CC(C)(C)c1cc2nc(N)nc(N)n2n1` gave BaF3 parental -5, RBBP9 inhibitor -8, CHOP inhibitor -2, Ba/F3 V617F tox 1, PPC-1+TRAIL kill -19, TRPML3 agonist 2.0, Wee1 stabilizer -1, zfTRPN1 agonist 1.6 and TNF necrop inh -0.5.
Screening O=C(Nc1nc2ccc(SC(F)F)cc2s1)c1ccc(NS(=O)(=O)c2ccc(F)c(F)c2)cc1 returned BaF3 parental 5, RBBP9 inhibitor -32, CHOP inhibitor 106*, Ba/F3 V617F tox 2, PPC-1+TRAIL kill 11, TRPML3 agonist 0.3, Wee1 stabilizer -2, zfTRPN1 agonist -0.2 and TNF necrop inh 1.3.
For O=C(NCCCN1CCN(c2ccccc2F)CC1)Nc1ccccc1[N+](=O)[O-] the results were BaF3 parental 4, RBBP9 inhibitor -10, CHOP inhibitor 33, Ba/F3 V617F tox 2, PPC-1+TRAIL kill -14, TRPML3 agonist 0.8, Wee1 stabilizer 4, zfTRPN1 agonist -0.9 and TNF necrop inh 1.0.
For Cc1cccnc1NC(=O)c1ccc(S(=O)(=O)N2CC(C)OC(C)C2)cc1 (stereo not given) the results were BaF3 parental 4, RBBP9 inhibitor -9, CHOP inhibitor 1, Ba/F3 V617F tox 1, PPC-1+TRAIL kill -2, TRPML3 agonist 0.1, Wee1 stabilizer -1, zfTRPN1 agonist 1.0 and TNF necrop inh 0.4.
`CC(OC(=O)c1ccncc1)C(=O)Nc1cc(S(=O)(=O)N2CCCCC2)ccc1Cl` (stereo not given) gave BaF3 parental 6, RBBP9 inhibitor 3, CHOP inhibitor 15, Ba/F3 V617F tox -2, PPC-1+TRAIL kill 7, TRPML3 agonist 0.2, Wee1 stabilizer 3, zfTRPN1 agonist -0.8 and TNF necrop inh 1.3.
Screening CCN(c1ccccc1)c1nc(C#N)nc(N(CC)c2ccccc2)n1 returned BaF3 parental -1, RBBP9 inhibitor -2, CHOP inhibitor 59, Ba/F3 V617F tox -4, PPC-1+TRAIL kill -9, TRPML3 agonist 0.1, Wee1 stabilizer -1, zfTRPN1 agonist 1.1 and TNF necrop inh -0.3.
`O=C(c1cn(-c2ccccc2)nc1-c1ccncc1)n1nnc2ccccc21` gave BaF3 parental 0, RBBP9 inhibitor -4, Ba/F3 V617F tox -3, TRPML3 agonist 0.3, Wee1 stabilizer -2, zfTRPN1 agonist 0.0 and TNF necrop inh -5.1.
Screening O=C(O)c1ccc(N/N=C/c2ccc(-c3ccccc3)cc2)cc1 returned BaF3 parental 12, RBBP9 inhibitor 1, CHOP inhibitor -12, Ba/F3 V617F tox 7, PPC-1+TRAIL kill 8, TRPML3 agonist -0.4, Wee1 stabilizer -1, zfTRPN1 agonist -1.7 and TNF necrop inh -3.7.
CCOC(=O)c1csc(NC(=O)CSc2nnnn2CC)n1 was read as BaF3 parental 2, RBBP9 inhibitor -2, CHOP inhibitor 7, Ba/F3 V617F tox -1, PPC-1+TRAIL kill -1, TRPML3 agonist 0.3, Wee1 stabilizer 1, zfTRPN1 agonist 2.8 and TNF necrop inh 1.1.
For CCN1C(C#N)=C(C#N)N=C(C)CC1(C)C the results were BaF3 parental 7, RBBP9 inhibitor -6, CHOP inhibitor -5, Ba/F3 V617F tox -1, PPC-1+TRAIL kill 28, TRPML3 agonist 1.3, Wee1 stabilizer 1, zfTRPN1 agonist 1.8 and TNF necrop inh 0.9.
For CC(OC(=O)c1nc(-c2ccccc2)n(-c2ccccc2)n1)C(=O)Nc1cc(Cl)cc(Cl)c1 (stereo not given) the results were BaF3 parental 0, RBBP9 inhibitor -18, CHOP inhibitor 12, Ba/F3 V617F tox -3, PPC-1+TRAIL kill 7, TRPML3 agonist 0.1, Wee1 stabilizer -1, zfTRPN1 agonist 1.8 and TNF necrop inh -0.7.
Screening Nc1n[nH]c(-c2ccccc2)c1-c1ccccc1 returned BaF3 parental -2, RBBP9 inhibitor -11, CHOP inhibitor 41, Ba/F3 V617F tox 0, PPC-1+TRAIL kill 23, TRPML3 agonist 0.6, Wee1 stabilizer 2, zfTRPN1 agonist -0.7 and TNF necrop inh 1.6.
For COc1ccc(OCc2cccc(C(=O)N3CCCC3)c2)cc1 the results were BaF3 parental 3, RBBP9 inhibitor -5, CHOP inhibitor 49, Ba/F3 V617F tox -3, PPC-1+TRAIL kill 7, TRPML3 agonist -0.5, Wee1 stabilizer -1, zfTRPN1 agonist -1.0 and TNF necrop inh -1.6.
`O=C(/C=C/c1ccc(S(=O)(=O)N2CCOCC2)cc1)N1CCN(c2ccccc2)CC1` gave BaF3 parental 6, RBBP9 inhibitor 4, CHOP inhibitor 35, Ba/F3 V617F tox -2, PPC-1+TRAIL kill 9, TRPML3 agonist 3.0, Wee1 stabilizer -1, zfTRPN1 agonist 5.4 and TNF necrop inh -0.5.
For O=C(CCCc1nc2ccccc2s1)NCc1ccccc1 the results were BaF3 parental 5, RBBP9 inhibitor -6, CHOP inhibitor -27, Ba/F3 V617F tox 2, PPC-1+TRAIL kill 24, TRPML3 agonist -0.1, Wee1 stabilizer -1, zfTRPN1 agonist -2.3 and TNF necrop inh 1.9.
Screening COc1ccc(OCCCC(=O)N2CCCc3ccccc32)cc1 returned BaF3 parental -3, RBBP9 inhibitor -11, CHOP inhibitor 31, Ba/F3 V617F tox 2, PPC-1+TRAIL kill 15, TRPML3 agonist -0.6, Wee1 stabilizer -3, zfTRPN1 agonist -1.8 and TNF necrop inh -4.4.
Screening COc1ccc(CCNc2oc(COc3ccc(F)cc3)nc2C#N)cc1 returned BaF3 parental 5, RBBP9 inhibitor 3, CHOP inhibitor 29, Ba/F3 V617F tox -3, PPC-1+TRAIL kill -15, TRPML3 agonist -1.2, Wee1 stabilizer 1, zfTRPN1 agonist -2.5 and TNF necrop inh 0.0.
O=C(O)c1ccc(Cl)c2c1C1C=CCC1C(c1ccccn1)N2 (stereo not given) was read as BaF3 parental 7, RBBP9 inhibitor -3, CHOP inhibitor 4, Ba/F3 V617F tox -1, PPC-1+TRAIL kill 30, TRPML3 agonist 0.2, Wee1 stabilizer 1, zfTRPN1 agonist -0.3 and TNF necrop inh -0.6.
O=[N+]([O-])c1ccccc1-c1nc(-c2ccc(Br)o2)no1 was read as BaF3 parental 6, RBBP9 inhibitor -7, CHOP inhibitor -30, Ba/F3 V617F tox 0, PPC-1+TRAIL kill 5, TRPML3 agonist -0.4, Wee1 stabilizer 0, zfTRPN1 agonist -0.7 and TNF necrop inh 0.5.
Screening CCNc1nc(NCC)n2c(SCC(=O)NCC3CCCCC3)nnc2n1 returned BaF3 parental 6, RBBP9 inhibitor -5, CHOP inhibitor -2, Ba/F3 V617F tox 0, PPC-1+TRAIL kill -3, TRPML3 agonist 0.0, Wee1 stabilizer -3, zfTRPN1 agonist 0.9 and TNF necrop inh 1.3.
`CC1CN(C(=O)Nc2ccc(Br)cc2Cl)CC(C)O1` (stereo not given) gave BaF3 parental 2, RBBP9 inhibitor -2, CHOP inhibitor 4, Ba/F3 V617F tox 3, PPC-1+TRAIL kill -9, TRPML3 agonist 0.0, Wee1 stabilizer 0, zfTRPN1 agonist -0.4 and TNF necrop inh -1.1.
`COCCNC(=O)COC(=O)/C=C/c1cnc2ccccc2n1` gave BaF3 parental 8, RBBP9 inhibitor -1, CHOP inhibitor -6, Ba/F3 V617F tox -3, PPC-1+TRAIL kill -9, TRPML3 agonist 0.5, Wee1 stabilizer -1, zfTRPN1 agonist 1.5 and TNF necrop inh 0.9.
`Cn1c(CO)cnc1SCc1ccc([N+](=O)[O-])cc1` gave BaF3 parental 8, RBBP9 inhibitor 2, CHOP inhibitor -39, Ba/F3 V617F tox 7, PPC-1+TRAIL kill 21, TRPML3 agonist -0.1, Wee1 stabilizer -4, zfTRPN1 agonist 0.0 and TNF necrop inh -3.6.
For Cc1ccc(C)c(OCCN2C(=O)NC3(CCc4ccccc4C3)C2=O)c1 (stereo not given) the results were BaF3 parental 4, RBBP9 inhibitor -15, CHOP inhibitor 31, Ba/F3 V617F tox 3, PPC-1+TRAIL kill -10, TRPML3 agonist -0.8, Wee1 stabilizer 0, zfTRPN1 agonist -0.7 and TNF necrop inh 1.1.
For CCCCCC(=O)Nc1nc(C)c(-c2csc(Nc3ccccc3OCC)n2)s1 the results were BaF3 parental 7, RBBP9 inhibitor -9, CHOP inhibitor 52, Ba/F3 V617F tox 2, PPC-1+TRAIL kill 0, TRPML3 agonist 0.0, Wee1 stabilizer -4, zfTRPN1 agonist -0.5 and TNF necrop inh 4.2.
